From PubChem BioAssay
tim23-1 inh: inhibits growth of tim23-1 mutant yeast; inhibition, % at 20 µM; 1.3% of 330,000 active; AID 463212; S. cerevisiae tim23-1 growth, BacTiter-Glo luminescence, 24 h;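 active means growth inhibition of the mutant yeast at or above 50%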;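 further: temperature-sensitive mutant grown at 25 °C; plate controls were DMSO-treated mutant yeast for no effect and medium wells lacking yeast for full effect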
UPR CHOP act: apoptotic UPR (CHOP) activation. activation, % at 10 µM. 0.34% of 330,000 active. CHO-CHOP luciferase reporter, luminescence; percent of tunicamycin response over DMSO baseline;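 active means at 10 µM dose, activation of 40% or more, normalized to positive control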;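 further: 100% = tunicamycin at 10 µg/mL and 0% = DMSO alone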
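Test system: CHO CHOP reporter cells. Input: 500 CHO-CHOP cells per well. Medium: F12 with 10% FBS. Technique: luciferase luminescence. Measure: percent activation relative to tunicamycin control. Dosing: 10 µM compound, 0.5% DMSO. Timing: 16-18 h cell attachment, then 6 h compound exposure, 37 °C.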
APJ antag: antagonists of human APJ apelin receptor; 0.32% of 330,000 active; inhibition, % at 20 µM; P35414; CHO-K1 APJ beta-arrestin complementation, luminescence;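 active means inhibition above about 40% at 20 µM, limit read from the data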;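 further: cells challenged with 10 nM apelin-13 agonist together with compound; plate controls were apelin-13 plus DMSO wells for no effect and DMSO wells lacking apelin-13 for full effect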
Target sequence (P35414 whole entry, looked up): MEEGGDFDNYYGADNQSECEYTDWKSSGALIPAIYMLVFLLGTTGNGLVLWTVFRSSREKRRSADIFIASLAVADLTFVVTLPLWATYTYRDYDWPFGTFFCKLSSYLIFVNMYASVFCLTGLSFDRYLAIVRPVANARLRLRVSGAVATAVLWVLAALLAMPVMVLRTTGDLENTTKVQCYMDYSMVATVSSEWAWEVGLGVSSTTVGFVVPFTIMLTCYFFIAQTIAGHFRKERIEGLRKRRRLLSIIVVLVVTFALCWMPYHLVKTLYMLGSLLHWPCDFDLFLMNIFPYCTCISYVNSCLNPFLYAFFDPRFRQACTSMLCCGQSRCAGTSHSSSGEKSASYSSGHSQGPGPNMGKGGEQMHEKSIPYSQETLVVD
APJ ag: agonists of human APJ apelin receptor; AID 2520; P35414; CHO-K1 APJ PathHunter beta-arrestin, luminescence; 0% DMSO wells, 100% apelin; activation, % at 20 µM; 0.11% of 330,000 active;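 active means activation more than six SD over the plate average, tested at 20 µM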;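 further: 0% = DMSO alone and 100% = apelin-13 at 10 nM; some results filed as inactive read as strong as hits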
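Assay system: CHO-K1 APJ beta-arrestin complementation cell line / Compound: single test compound dose, 20 µM final, 1% DMSO / Times: overnight seeding, 90 min compound at 25 °C, 1 h detection / Technique: beta-gal luminescence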
XBP1 UPR activ: adaptive UPR (XBP1) activation | CHO-XBP1 luciferase reporter, IRE1-XBP1 UPR activation, luminescence; percent of tunicamycin response, DMSO as zero | activation, % at 20 µM | 0.33% of 330,000 active;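 active means versus positive control, 20 µM dose yields 30% or more activation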;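 further: 100% = tunicamycin at 10 µg/mL and 0% = DMSO only wells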
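Assay system: CHO-XBP1 luciferase reporter cells; Schedule: 6 h treatment, 37 °C; Detection: glow luminescence from Steady-Glo reagent; Benchmarks: high control tunicamycin 10 µg/mL final, low control DMSO vehicle only.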
Jurkat NFkB inh: inhibitors of the PMA/ionomycin-induced NF-kB reporter in Jurkat cells; PMA/ionomycin-induced NF-kB luciferase reporter, luminescence; 0.53% of 330,000 active; AID 435003; inhibition, % at 4 µM; in the data active means inhibition above about 50%
697 NFkB inh: inhibitors of the PMA/ionomycin-induced NF-kB reporter in 697 B cells; 697 B-cell NF-kB luciferase reporter, 16 h; inhibition, % at 4 µM; 0.33% of 330,000 active; AID 435022; in the data active means inhibition above about 35%
Mdm2-MdmX inh: human Mdm2/MdmX binding inhibition | inhibition, % at 8 µM | AID 485346 | 3% of 330,000 active | O15151+Q00987 | SaOS-2 split-luciferase Mdm2/MdmX complementation, luminescence;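 active means inhibition of at least 50% at 8 µM in the primary screen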
Numbers without * were called inactive.

SMILES | tim23-1 inh | UPR CHOP act | APJ antag | APJ ag | XBP1 UPR activ | Jurkat NFkB inh | 697 NFkB inh | Mdm2-MdmX inh
C(=N\n1cnnc1)/c1ccc2c(c1)OCO2 | 8 | -2.7 | -1 | -2 | 0 | -2 | 11 | 13
CC(C)Cc1nc2n[nH]c(N)c2c2c1COC(C)(C)C2 | 3 | 0.3 | 0 | 1 | -2 | -5 | -22 | 5
CCC(=O)c1ccc(OCC(=O)OCC(=O)c2cc(C)n(C3CC3)c2C)cc1 | 27 | 1.3 | 28 | 6 | -4 | 6 | -2 | 3
CCc1nn(C(C)C(=O)N2CCc3ccccc3C2)c(=O)c2cc3occc3n12 (stereo not given) | 5 | -0.8 | 38 | -2 | -5 | 15 | 21 | 9
O=S(=O)(Cc1ccccc1)N1CCN(Cc2ccc(F)cc2Cl)CC1 | 7 | 0.6 | 9 | -3 | -3 | 13 | -5 | -9
O=C(O)c1ccc(/C=N\Nc2ccccn2)cc1 | 14 | 2.3 | 15 | -3 | -1 | -27 | -52 | 11
O=C(O)COc1ccccc1/C=C1\SC(=S)N(c2cccnc2)C1=O | 8 | -1.7 | 11 | -1 | -3 | -7 | 10 | 19
Cn1c(C(=O)OC(C(=O)NC2CCCCC2)c2cccnc2)cc2sccc21 (stereo not given) | 19 | -2.5 | 15 | -2 | 2 | -14 | -21 | -7
O=C(COC(=O)CNC(=O)c1cccc(Br)c1)Nc1nnc(-c2ccccc2)o1 | -6 | -0.5 | 7 | -3 | 1 | 15 | 17 | -4
COc1cccc(C(=O)Nc2nnc(C(C)C)s2)c1 | 19 | 1.8 | 10 | 2 | -3 | -73 | -193 | -63
Cc1ccc(NC(=O)C2CCCN(S(=O)(=O)c3ccc(-n4cnnn4)cc3)C2)cc1 (stereo not given) | 1 | 0.1 | -2 | 1 | -2 | 0 | 13 | 11
O=C(CSc1nnc(-c2ccncc2)n1-c1ccc(Cl)cc1)Nc1ccc(C(=O)O)cc1 | 25 | -1.0 | 5 | -3 | 2 | -15 | 5 | 16
O=C1CC(c2cccc([N+](=O)[O-])c2)c2c(ccc3ccccc23)N1 (stereo not given) | 10 | -0.7 | 8 | -2 | -2 | 42 | -37 | 47
COc1ccc(CC(=O)NCCc2cnc[nH]2)cc1 | 4 | -1.0 | 5 | -3 | -3 | -15 | 3 | 23
C=CCn1c(CSc2nc3ccccc3s2)nnc1SCC(=O)NCc1ccco1 | 29 | 0.8 | -13 | 9 | -2 | 10 | -23 | -4
Cc1nc(C(=O)N2CCC(n3nccc3NC(=O)Nc3ccccc3Cl)CC2)cs1 | 8 | -0.6 | 2 | -4 | -3 | 10 | -10 | 24
COC(=O)c1c(NC(NC(C)=O)C(Cl)(Cl)Cl)sc2c1CCCC2 (stereo not given) | 22 | 0.6 | -13 | -1 | -2 | 5 | -10 | 2
Cn1c(C(=O)NN)cc2cc(Oc3ccccc3)ccc21 | 45 | -0.3 | -41 | 4 | 0 | -3 | 15 | 27
CCOC(=O)c1ccccc1NC(=O)CN(c1cccc(OC)c1)S(C)(=O)=O | 26 | -0.4 | -3 | -2 | 1 | -10 | -1 | -8
O=C(O)Cn1nnnc1SCC(=O)Nc1ccc(OC(F)(F)F)cc1 | 12 | -1.8 | 2 | 1 | -2 | 6 | 20 | -1
COc1cc(OC)c(OC)cc1CCC(C)NC(=O)Cc1ccccc1 (stereo not given) | 12 | 4.2 | 4 | -1 | -4 | -5 | -7 | 17
Cc1nc(-c2ccccc2)nc2[nH]c(=O)n(-c3ccccc3)c(=O)c12 | 13 | 4.7 | 12 | -4 | 6 | -15 | -48 | -45
O=C(/C=C/c1ccc(F)cc1)N1CC[C@@]2(O)CCCC[C@H]2C1 | 17 | 1.9 | 6 | -4 | -2 | 5 | 8 | 23
Cc1ccc(S(=O)(=O)N2CCN(C(=O)CSc3ncn[nH]3)CC2)cc1 | -3 | 0.0 | 5 | -3 | -1 | 4 | 14 | -2
COc1ccc(C2c3ccc4ccccc4c3Oc3ncn(CCCN(C)C)c(=N)c32)cc1 (stereo not given) | -4 | 76* | 25 | -2 | 55* | 52* | 9 | 100*
CC1(C2CC2)NC(=O)N(CC(=O)NCC(=O)Nc2ccc(F)c(F)c2F)C1=O (stereo not given) | 4 | 0.2 | 11 | -6 | -1 | -2 | 14 | 16
COc1cccc(C2=NN(C(=O)c3ccco3)C(O)(C(F)(F)F)C2)c1 (stereo not given) | 42 | 6.9 | 0 | -1 | -2 | -1 | 8 | 13
COC(=O)c1ccc(NC(=O)c2ccc3c(c2)OCO3)cc1 | -5 | 4.2 | 7 | 10 | 2 | -39 | -40 | -61
Cc1cc(NC(=O)CCC(=O)N(CC(=O)NCC2CCCO2)Cc2ccc(F)cc2)no1 (stereo not given) | 10 | 1.7 | -2 | 2 | 0 | 9 | 16 | -2
COCCN1CCN(C(=O)C2CCC(=O)N(Cc3ccc(Cl)cc3)C2)CC1 (stereo not given) | -9 | 3.6 | 9 | 0 | -2 | 12 | -26 | -4
Cc1ccc(CCNC(=O)C2CCN(S(=O)(=O)N3CCC4(CC3)OCCO4)CC2)cc1 | 15 | -0.9 | 6 | -3 | -2 | -29 | -25 | -17
O=C(CNC(=O)c1ccccc1Cl)NC1CCN(Cc2ccccc2)CC1 | 10 | -1.1 | -3 | -1 | 1 | 18 | 22 | 0
COc1ccccc1NC(=O)N1CCCC1C(=O)Nc1ccc2c(c1)OCO2 (stereo not given) | 7 | 0.2 | 17 | -4 | 1 | -1 | -1 | 18
N#CC1=C(Nc2ccccc2Cl)SC(c2ccccc2O)NC1=O (stereo not given) | -17 | -1.2 | 16 | -4 | -7 | -5 | 0 | 10
CN(CC(=O)NCCc1ccc(F)cc1)Cc1cccs1 | 7 | 3.9 | -1 | -5 | 0 | -5 | -13 | -18
Cc1ccccc1-c1nc2cc(N)ccc2o1 | 3 | 4.7 | 9 | 0 | 3 | -108 | -126 | -75

Three entries out of the list, arranged by molecular weight, largest number first.
SMILES | tim23-1 inh | UPR CHOP act | APJ antag | APJ ag | XBP1 UPR activ | Jurkat NFkB inh | 697 NFkB inh | Mdm2-MdmX inh
O=C(O)Cn1nnnc1SCC(=O)Nc1ccc(OC(F)(F)F)cc1 | 12 | -1.8 | 2 | 1 | -2 | 6 | 20 | -1
O=C(O)COc1ccccc1/C=C1\SC(=S)N(c2cccnc2)C1=O | 8 | -1.7 | 11 | -1 | -3 | -7 | 10 | 19
N#CC1=C(Nc2ccccc2Cl)SC(c2ccccc2O)NC1=O (stereo not given) | -17 | -1.2 | 16 | -4 | -7 | -5 | 0 | 10

Later entries:
SMILES | tim23-1 inh | UPR CHOP act | APJ antag | APJ ag | XBP1 UPR activ | Jurkat NFkB inh | 697 NFkB inh | Mdm2-MdmX inh
Cc1cc(C)c(C)c(S(=O)(=O)NCc2ccc(C(=O)N3CCCC3)cc2)c1C | 11 | 1.4 | 10 | -2 | -1 | 11 | 8 | -8
COc1ccc(C(=O)N/N=C(\C)CC(=O)Nc2ccc(N(C)C)cc2)c(OC)c1 | 15 | 1.0 | 7 | -2 | -5 | 13 | 1 | -2
Cc1ccc(S(=O)(=O)N2CCN(C(=O)c3ccccc3OCc3c(C)noc3C)CC2)cc1 | 14 | 1.0 | -2 | -1 | -2 | 18 | 2 | 25
COc1cc(OC)cc(C(=O)N[C@H](C(=O)Nc2nnc(C3CC3)s2)C(C)C)c1 | 2 | 0.2 | 3 | -4 | 0 | 1 | 12 | 1
O=C(NCc1c(O)ccc2ccccc12)c1ccccc1 | 35 | 0.9 | 13 | -2 | -6 | 23 | 5 | 4
COc1ccccc1CNC(=O)CCC(=O)Nc1nnc(C(C)C)s1 | -10 | -1.4 | 3 | -1 | 5 | -20 | -37 | -9
CCOC(=O)COc1ccc(/C=C2/C(=O)NN(c3ccc(F)cc3)C2=O)cc1OC | 13 | 4.6 | 9 | 7 | 4 | 1 | -13 | 5
CN(C1CCCCC1)S(=O)(=O)c1ccc(S(=O)(=O)N2CCN(CCC#N)CC2)cc1 | 23 | -1.0 | -25 | -3 | -2 | 7 | 8 | -22
O=c1c2ccccc2oc2nc(-c3ccco3)n(-c3ccccc3)c(=O)c12 | 9 | -2.8 | -8 | 0 | 5 | -77 | -31 | -67
CCn1cc(C(=O)NCCCN2CCC(C)CC2)c(=O)c2cc(S(=O)(=O)N3CCCC3)ccc21 | 7 | 0.0 | -18 | -4 | 2 | -8 | 0 | -3
COc1ccc(NC(=O)NCc2cccnc2)cc1OC | 0 | 0.2 | -3 | -3 | 0 | 3 | 14 | -10
CSCCC(NS(=O)(=O)c1ccc2c(c1)OCCO2)C(=O)N(C)Cc1ccc(C)cc1 (stereo not given) | 37 | 0.9 | 0 | 6 | -4 | 9 | -2 | -3
CS(=O)(=O)N(CC(=O)Nc1ccccc1Cl)c1ccc(Cl)cc1 | 7 | 1.9 | 6 | -3 | 7 | -3 | 5 | -3
Cc1nc2ccc([N+](=O)[O-])cc2c(=O)n1Cc1ccccc1Br | 19 | 0.1 | -11 | 1 | 1 | 11 | 1 | 13
COc1ccc2cc(C(=O)O)n(CC(=O)c3ccccc3)c2c1 | 10 | 0.4 | -11 | -1 | 0 | -3 | -13 | 12
O=C(CN1CCC(C(=O)c2cccc(Cl)c2)CC1)Nc1ccc(C(=O)O)cc1 | 10 | -0.8 | -17 | -2 | -2 | 3 | 21 | 7
COCCNC(=O)/C(C#N)=C/c1cn(CC(=O)NCc2ccco2)c2ccccc12 | -11 | 0.8 | -11 | -1 | 0 | 5 | 8 | 11
Cc1ccc(C(=O)N2CCN(c3ccc(NC(=O)c4ccc5c(c4)OCCO5)cc3)CC2)cc1 | -14 | 4.1 | -27 | 37 | -6 | 26 | -16 | 27
O=C(CN1CCN(Cc2ccccc2)CC1)Nc1ccc(Br)cc1 | 1 | -1.7 | -4 | -1 | -3 | -14 | 8 | -16
NC(=O)c1ccc(NC(=O)COC(=O)CC2CC3CCC2C3)cc1 (stereo not given) | -2 | 0.1 | -4 | 1 | -2 | 4 | 8 | 32
COc1cccc(C(=O)NCC(=O)N2CCC(C)CC2)c1 | 8 | -0.4 | 8 | -3 | 4 | -35 | -7 | -11
O=C(NCc1ccco1)c1ccc(CS(=O)Cc2cccc(Cl)c2)o1 (stereo not given) | 14 | 3.3 | 20 | 4 | 2 | 4 | -4 | -28
Cc1ccc(NC(=O)Cc2ncc(C(F)(F)F)cc2Cl)cc1Cl | 9 | 2.7 | -14 | -2 | 1 | -3 | -16 | -1
CC(C)c1[nH]nc2c1C1(CCN(Cc3ccccc3)CC1)C(C#N)=C(N)O2 | 3 | -0.7 | -14 | -1 | 0 | 3 | 10 | 19
O=C(c1cc2ccc([N+](=O)[O-])cc2oc1=O)N1CCOCC1 | 0 | 0.0 | 4 | -2 | -4 | 6 | 11 | -3
N/C(=N\OC(=O)c1ccc(Cl)cc1[N+](=O)[O-])c1ccccn1 | 77* | 1.3 | -35 | 14 | -7 | -133 | -160 | -78
O=S(=O)(NCC1CCCO1)c1ccc(S(=O)(=O)N(Cc2ccc(F)cc2)Cc2ccco2)cc1 (stereo not given) | -15 | 2.5 | 4 | -2 | -2 | 4 | -9 | 34

One compound at a time, as listed above.
Cc1ccc(NC(=O)Cc2ncc(C(F)(F)F)cc2Cl)cc1Cl is entered as tim23-1 inh = 9; UPR CHOP act = 2.7; APJ antag = -14; APJ ag = -2; XBP1 UPR activ = 1; Jurkat NFkB inh = -3; 697 NFkB inh = -16; Mdm2-MdmX inh = -1
Cc1nc2ccc([N+](=O)[O-])cc2c(=O)n1Cc1ccccc1Br is entered as tim23-1 inh = 19; UPR CHOP act = 0.1; APJ antag = -11; APJ ag = 1; XBP1 UPR activ = 1; Jurkat NFkB inh = 11; 697 NFkB inh = 1; Mdm2-MdmX inh = 13

Rows are unselected; about 5% have a hit in one of these screens.
